High-throughput results (PubChem BioAssay)
HCV inhibitor: blocks hepatitis C virus | Potency, µM (highest dose often 41.8 µM), for the others: at the top dose activity change, negative = inhibition, most hits filed as inhibitors | AID 651820 | Huh7.5.1 HCVcc-Cre infection, luciferase reporter, 44 h | 3.4% of 340,000 active; further: potency means the concentration at half of the fitted maximal effect; on the % scale 0 is the no-effect control and ±100 the full control effect
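Reporter virus HCVcc-Cre (~0.5 moi) infects cells exposed to compound; seeding density 1,000 cells/well with 4 h settling beforehand. Luminescence, 15 sec read, taken 44 h post-infection following a 15 min RT substrate incubation.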
Cycloheximide cs: counter-screen for Shiga toxin inhibitors: cycloheximide protein synthesis inhibition; max response, %; AID 2314; cell reporter, cycloheximide protein synthesis inhibition counterscreen; 12% of 300,000 active; in the data active means max response mostly above about 13%, no sharp cut-off; inactive means mostly below about 14%; further: read at 38.3 µM for the half of the compounds with a filed dose; 0% is about no effect
Shiga inhibitor: inhibitors of Shiga toxin in Vero cells; Vero cells, Shiga toxin protein synthesis inhibition reporter; inhibition, % at 38.7 µM; 9.2% of 290,000 active; in the data active means inhibition mostly above about 28%, no sharp cut-off; inactive means mostly below about 43%; further: 0% is about no effect
FBPA Giardia inh: Giardia lamblia aldolase inhibition. A8B2U2. purified Giardia FBPA. AID 2451. Potency, µM (series often up to 59.6 µM), for the others: top-dose activity, negative = inhibition, most hits filed as inhibitors. 0.71% of 290,000 active; further: potency means the concentration at half of the fitted maximal effect; on the % scale 0 is the no-effect control and ±100 the full control effect; nearly all actives have a fitted effect of over 55% in size
Target sequence (A8B2U2 whole entry, looked up): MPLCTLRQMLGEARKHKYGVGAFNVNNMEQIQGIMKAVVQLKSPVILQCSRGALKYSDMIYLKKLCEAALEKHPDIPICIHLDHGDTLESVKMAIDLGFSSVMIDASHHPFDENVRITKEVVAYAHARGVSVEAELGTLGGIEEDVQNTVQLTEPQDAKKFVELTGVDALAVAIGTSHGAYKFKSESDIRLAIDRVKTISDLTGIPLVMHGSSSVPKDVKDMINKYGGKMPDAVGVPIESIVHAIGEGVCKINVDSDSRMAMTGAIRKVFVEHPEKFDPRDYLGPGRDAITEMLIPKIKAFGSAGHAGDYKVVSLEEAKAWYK
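40 nM FBPA preincubated 10 min at RT with compound (up to 57.5 uM final), then substrate plus GAPDH/TPI/NAD/arsenate coupling and diaphorase/resazurin added. Fluorescence read after 20 min at RT, 525/598 nm.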
Pf growth 48h: P. falciparum growth inhibition at 48 hours (one generation); P. falciparum luciferase growth in erythrocytes, 48 h; Potency, µM (series often up to 28.7 µM), inactives show at the top dose activity change, negative = inhibition, usual class: inhibitors; AID 504832; 5.9% of 310,000 active; further: potency means the concentration at half of the fitted maximal effect; on the % scale 0 is the no-effect control and ±100 the full control effect
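Read-out is firefly luciferase luminescence from an integrated reporter in P. falciparum, so falling signal marks reduced parasite growth. Infected erythrocytes were at 2% hematocrit and 0.1% parasitemia (final) in Albumax-supplemented RPMI 1640.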
Pf growth 96h: inhibits malaria parasite growth, 96 h; P. falciparum luciferase reporter growth, 96 h; Potency, µM (top dose mostly 28.7 µM), without a hit: at the top dose activity change, negative = inhibition, hits mostly inhibitors; 6.9% of 320,000 active; AID 504834; further: potency means the concentration at half of the fitted maximal effect; on the % scale 0 is the no-effect control and ±100 the full control effect
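Parasite growth measured via integrated firefly luciferase reporter in P. falciparum. Infected erythrocytes at 2% hematocrit, 0.05% parasitemia final were treated 96 hours at 37 C under 5% CO2, and luminescence was read.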
Numbers without * were called inactive; i = inactive; ? = inconclusive; . = not tested or not shown; & = joins results of further samples; [ ] = another dose, or the depositor's remark. Unless noted, the call rests on the fitted dose curve; in most records, active means well fitted curve in the direction sought with a large enough effect; inconclusive means small, poorly fitted or top-dose-only effect, or another doubt; inactive means no such curve, though single readings can be large; an effect the other way counts as inactive or inconclusive.

SMILES | HCV inhibitor | Cycloheximide cs | Shiga inhibitor | FBPA Giardia inh | Pf growth 48h | Pf growth 96h
COC(=O)c1cc(NC(=O)c2c(C)noc2C)ccc1N1CCOCC1 | 7.9% | -0.7 | 13.7 | . | 72.0%[activator] | 1.0%
COc1cc(NC(=O)CN2C(=O)c3ccccc3C2=O)c(C(=O)O)cc1OC | 2.5% | -5.1 | -7.5 | -3.0% | 11.5% | ?
COc1ccc(CNC(=O)CCC(=O)N2C[C@H]3C[C@H](C2)c2cccc(=O)n2C3)cc1 | 12.7% | 1.4 | 6.3 | 11.4% | ? | -28.3%
O=C(CP(=O)(c1ccccc1)c1ccccc1)N/N=C/c1cc(Br)cc(Br)c1O | ? | -8.2 | -6.9 | -6.0% | -21.0% | 8.4%
O=S(=O)(Nc1nc2ccccc2nc1N1CCc2ccccc2C1)c1ccc(Cl)cc1 | 6.0% | 71.4* | 25.4* | -20.9% | 41.0%[activator] | 27.1%
CCSc1cc(C2C(C#N)=C(N)OC(C)=C2C(=O)OC)c(C)o1 (stereo not drawn) | -4.0% | -2.2 | -10.8 | ? | ? | .
C[C@H]1C=C(C(=O)NCc2nc3ccccc3[nH]2)O[C@@H](OCc2ccc(CO)cc2)C1 | ? | -4.6 | -6.4 | 2.2% | 33.3%[activator] | 44.1%[activator]
CC1CCC/C(=C\Nc2ccc(C(=O)O)cc2)C1=O (stereo not drawn) | 20.2% | 36.6* | 54.6* | -10.1% | . | ?
COc1ccc(CN=C2NC(=O)CC(C(=O)Nc3ccc(F)cc3)S2)cc1 (stereo not drawn) | -9.6% | -2.4 | 11.7 | 3.7% | -7.9% | ?
Cc1cc[n+](CC(=O)c2ccc(NC(=O)c3ccccc3)cc2)cc1 | 17.3% | 5.6 | -12.9 | 0.9% | ? | 15.5%
COCCn1c(=O)[nH]c(=O)c2cc(C(=O)c3cc(OC)ccc3O)cnc21 | -21.0% | -3.2 | -4.6 | -12.1% | ? | ?
CN(C)C(Cc1ccc(Cl)cc1)C(=O)c1ccccc1 (stereo not drawn) | 3.7% | 24.3* | 50.4* | -2.4% | 4.0% | ?
CCOc1ccccc1NC(=O)CCc1nnc2ccc(N3CCC(C)CC3)nn12 | ? | 2.9 | -2.9 | 5.6% | ? | ?
CCSc1nnc(NC(=O)C2CCCCC2)s1 | 21.0% | 25.1* | 61.6* | 6.2% | 69.0%[activator] | .
Fc1ccccc1NC(=S)NN(Cc1ccccc1)c1ccccc1 | 9.9% | -1.4 | -20.0 | -3.5% | -25.9% | .
Cc1ccc(C(=O)OCC(=O)N2CC(C)CC(C)C2)cc1S(=O)(=O)N1CCOCC1 (stereo not drawn) | -12.2% | -3.0 | -4.4 | . | 2.0% | -0.9%
Cc1c2cnn(-c3ccccc3)c(=O)c2c(C)n1CCCC(=O)N1CCN(C2CCCCC2)CC1 | ? | -1.9 | -4.4 | -2.2% | ? | ?
CCCCNC(=O)[C@@H]1CSC2c3ccccc3C(=O)N21 (stereo partly drawn) | 0.7% | -3.5 | -3.9 | -2.2% | -0.7% | 26.8%
Cc1nc2sc(C(c3ccccc3)N3CC(C)OC(C)C3)c(O)n2n1 (stereo not drawn) | 19.5% | 0.9 | -1.5 | 5.6% | 58.2%[activator] | ?
O=C(NC1CCCC1)NS(=O)(=O)c1ccccc1Cl | 12.9% | 1.0 | -29.0 | 2.3% | . | ?
COc1ccc(-c2nc(CN3CCC(C(=O)N4CCc5ccccc54)CC3)c(C)o2)cc1OC | ? | -4.4 | -13.2 | -0.1% | . | 7.6%
CCOC(=O)Cn1c(-c2ccccn2)nc2ccccc21 | 19.1% | -3.4 | 20.0 | -0.3% | 5.7% | ?
COCCn1c(SCC(=O)NCc2ccc(OC)c(OC)c2)nc2ccccc21 | -2.6% | -0.4 | -5.9 | -9.5% | -9.5% | -4.8%
CCOc1ccc(C(=O)Nc2ccc(NC(=O)c3ccccc3)c(C)c2)cc1[N+](=O)[O-] | ? | -1.4 | -4.6 | 5.4% | 12.1% | 0.208µM*
COc1ccccc1N1CCC(N2CCN(CC(C)(C)C)C(CCO)C2)CC1 (stereo not drawn) | -16.2% | 1.3 | -5.7 | -6.4% | -4.9% | 0.465µM*

The results go on:
SMILES | HCV inhibitor | Cycloheximide cs | Shiga inhibitor | FBPA Giardia inh | Pf growth 48h | Pf growth 96h
COc1ccc(/C=N\NC(=O)c2cccc(Br)c2)c(OC)c1 | 9.4% | -1.4 | -6.1 | 3.6% | -15.5% | -3.5%
COCCNC(=O)N1[C@H]2CC[C@@H]1C(C(=O)OC)=C(c1ccc(OC)c(OC)c1)C2 | 17.5% | . | . | . | 25.1% | 10.7%
CC1NC(=O)NC1CCCCCC(=O)Nc1ccc(F)cc1 (stereo not drawn) | 9.9% | -5.8 | -14.1 | -4.5% | 9.3% | ?
COc1ccc(CCCNC(=O)C2CCC(=O)N(CC3CCCCC3)C2)cc1 (stereo not drawn) | -3.0% | 2.2 | -6.1 | . | ? | -4.2%
COc1ccc(NC(C)C(=O)Nc2ccc(C#N)cc2)cc1Cl (stereo not drawn) | 0.7% | -1.0 | -8.2 | 3.0% | . | 2.33µM*
CCOC(=O)N1CCN(C(=O)CCN2C(=O)/C(=C\c3cccc(OC)c3)SC2=S)CC1 | -27.9% | -6.5 | -5.9 | . | ? | -0.5%
CC(C)(C#N)Nn1cnnc1 | 21.8% | -1.0 | 11.5 | 5.3% | 8.1% | 6.4%
C(=N\n1cnnc1)/c1cccc2ccccc12 | -11.3% | -3.0 | -8.3 | -2.2% | 31.0%[activator] | 1.0%
CC(C1CC1)N(Cc1ccccc1)C(=O)NC(=O)c1cccc(F)c1 (stereo not drawn) | -1.9% | 9.3 | -5.7 | -3.0% | ? | 18.4%
O=C(CCc1ccccc1)n1nc(-c2ccco2)nc1SCc1ccccc1 | 1.9% | -1.9 | 22.6 | -8.6% | . | ?
COc1ccc(CNc2ncnc3ccccc23)cc1 | 3.16µM* | -4.1 | -14.9 | -6.1% | -8.4% | -3.8%
COc1ccc(-n2c(Cc3cccn3C)nnc2SCC(=O)Nc2cccc(Cl)c2)cc1 | 1.5%&-19.7% | -2.4 | -3.6 | -6.8% | ? | ?
O=[N+]([O-])c1ccc(-c2csc3[n+]2CCS3)cc1 | ? | -2.8 | -15.0 | 3.3% | . | 9.28µM*
CCN(CC)c1nc2c(C)cccn2c(=O)c1C=C1C(=O)NC(=O)NC1=O | -2.7% | 0.8 | 4.8 | 7.6% | 16.4% | -21.7%
COc1ccc(-c2[nH]ncc2CN(C)C(C)c2ccncn2)c(F)c1 (stereo not drawn) | 10.2% | -3.2 | -8.0 | -0.8% | -0.1% | ?
O=C1CN(C(=O)c2c(F)cccc2F)C(c2ccc(F)cc2)c2cc(F)ccc2N1 (stereo not drawn) | 0.7% | -2.2 | -13.0 | 9.0% | ? | -15.3%
COc1ccccc1CC(=O)NCCCc1ccccc1 | 14.1% | 10.3 | . | -1.2% | -30.2% | ?
COc1ccccc1CN1CCCC(C(=O)N(C)Cc2ccccc2)C1 (stereo not drawn) | -7.4% | -2.1 | 2.0 | ? | ? | 23.4%
COC(=O)C1=C(c2ccc3ccccc3c2)C[C@@H]2CC[C@H]1N2C(=O)N1CCOCC1 | -50.0% | . | . | . | 0.0% | ?
Cc1ccc(C)c(N2CCN(C(c3ccc(N(C)C)cc3)c3nnnn3C(C)(C)C)CC2)c1 (stereo not drawn) | 0.1% | 3.6 | -6.4 | -1.0% | ? | 286.2%[activator]
O=C(NCCc1c[nH]c2ccccc12)c1cc2sccc2n1Cc1ccccc1 | 5.01µM* | -1.7 | -3.8 | -6.5% | . | 0.1%
Nc1c(C(=O)N2CCOCC2)sc2nc3c(cc12)CCCC3 | -7.0% | 17.6* | 20.6 | -2.4% | 20.1% | 39.9%[activator]
C=CCOc1cccc(/C=C\c2nc(O)c([N+](=O)[O-])c(=O)[nH]2)c1 | 13.4% | -4.0 | 3.5 | 6.7% | -7.3%[0.00184 µM] | ?
CCOc1ccc(S(=O)(=O)NCCC(=O)Nc2nnc(C)s2)cc1 | 2.6% | -2.6 | 5.7 | -8.0% | 1.1% | 10.5%
COc1cc(NC(=O)c2ccccc2)c(OC)cc1NC(=O)Cc1cccs1 | ? | 1.0 | 12.7 | -18.5% | ? | -6.1%

Other compounds follow.
SMILES | HCV inhibitor | Cycloheximide cs | Shiga inhibitor | FBPA Giardia inh | Pf growth 48h | Pf growth 96h
CCOC(=O)c1ccc(N2C(=O)CC(N3CCC(O)(c4ccc(Br)cc4)CC3)C2=O)cc1 (stereo not drawn) | 15.9% | 4.1 | 7.5 | 3.6% | . | 7.5%
Cc1cc(NC(=O)CN(C)CC(=O)Nc2ccc(Cl)c(C(F)(F)F)c2)no1 | ? | . | . | . | -20.0% | ?
O=C(CSc1nnc(CNC(=O)c2cccs2)o1)c1ccccc1 | -1.3% | -2.1 | -3.3 | 1.2% | 13.8% | ?
O=C(CSc1nnc(-c2ccc(F)cc2)o1)Nc1ccc(S(=O)(=O)N2CCCCCC2)cc1 | -27.1% | -5.0 | -19.3 | 0.7% | 9.28µM* | -12.5%
CCOc1ccc(OCCCCN2CCCC2)cc1 | -26.6% | -2.2 | 33.5 | -12.8% | . | 37.6%[activator]
CCC(c1nnc(SCC(=O)NC23CC4CC(CC(C4)C2)C3)o1)N(C)C (stereo not drawn) | 3.8% | -3.0 | -6.9 | 6.7% | 4.7% | .
O=C(N/N=C/C(Br)=C/c1ccccc1)c1cccs1 | -19.6% | 63.1* | 122.5* | -5.7% | 254.4%[activator] | 8.5%
Cc1ncsc1CCC(=O)N1CCCC(Nc2ccc(C(C)C)cc2)C1 (stereo not drawn) | -19.7% | -1.0 | 7.0 | . | ? | ?
COc1ccc(/C=C/C(=O)Nc2ccccc2C(=O)O)cc1 | 5.1% | -2.6 | -4.4 | -29.6% | 120.4%[activator] | i
CCCNC(=O)NC(=O)COC(=O)CNS(=O)(=O)/C=C/c1ccccc1 | 1.4% | -3.1 | -8.7 | 2.5% | 21.0% | 23.5%
N=c1oc2ccccc2cc1-c1nc(-c2ccccc2)cs1 | -1.6% | 41.9* | 45.3* | 3.4% | 39.2%[activator] | 23.1%
CN1C(=O)/C(=C/c2ccccc2OCc2cccc(F)c2)NC1=S | ? | 3.7 | 15.1 | 4.9% | ? | 1.4%
O=C(CSc1ncn(-c2ccccc2)n1)N1CCN(c2ccccc2)CC1 | -6.7% | -2.5 | -6.6 | -4.4% | 0.4% | 15.1%
CCc1ccc(OCC(=O)Nc2ccc(N3CCN(C(=O)c4ccccc4)CC3)cc2)cc1 | 0.5% | 12.6 | -33.8 | . | -17.5% | -9.4%

Retrieved one by one from above, 6 records:
SMILES | HCV inhibitor | Cycloheximide cs | Shiga inhibitor | FBPA Giardia inh | Pf growth 48h | Pf growth 96h
O=C(N/N=C/C(Br)=C/c1ccccc1)c1cccs1 | -19.6% | 63.1* | 122.5* | -5.7% | 254.4%[activator] | 8.5%
CCC(c1nnc(SCC(=O)NC23CC4CC(CC(C4)C2)C3)o1)N(C)C (stereo not drawn) | 3.8% | -3.0 | -6.9 | 6.7% | 4.7% | .
O=C(CSc1nnc(CNC(=O)c2cccs2)o1)c1ccccc1 | -1.3% | -2.1 | -3.3 | 1.2% | 13.8% | ?
O=C(CSc1nnc(-c2ccc(F)cc2)o1)Nc1ccc(S(=O)(=O)N2CCCCCC2)cc1 | -27.1% | -5.0 | -19.3 | 0.7% | 9.28µM* | -12.5%
Cc1ncsc1CCC(=O)N1CCCC(Nc2ccc(C(C)C)cc2)C1 (stereo not drawn) | -19.7% | -1.0 | 7.0 | . | ? | ?
CCOC(=O)c1ccc(N2C(=O)CC(N3CCC(O)(c4ccc(Br)cc4)CC3)C2=O)cc1 (stereo not drawn) | 15.9% | 4.1 | 7.5 | 3.6% | . | 7.5%
